Compound activity as filed in PubChem.
Lipid storage S3: qHTS Assay for Lipid Storage Modulators in Drosophila S3 Cells. hit rate 0.64% among 320,000. AID 2685. Drosophila S3 cells, BODIPY lipid droplet fluorescence, 18-24 h; cells fed with added oleic acid. Potency in µM for hits, for the others lipid storage change, negative = inhibition, % at the top dose, mostly 46.1 µM; active = well fitted inhibition curve with a large enough effect in the signal ratio, with a control signal flat, not every such curve was filed as active; inconclusive = small, poorly fitted or top-dose-only effect, or effect the other way, or a change in a side signal; the % refers to the signal ratio
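Drosophila S3 cells loaded with oleic acid (400 uM, as added) and compounds at several concentrations; lipid droplets imaged by 488-nm laser-scanning cytometry, 500–530 nm intensity and object ratio to cell channel. Percent activity normalized to 20 uM Triacsin C.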
Lipid storage S3 cell count max: also measured in Lipid storage S3; calls as there; cell number change, %; measured here: cell count max response;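 cells counted by Cell Tracker Red CMTPX staining in the red channel; peak over a dose series mostly up to 46.1 µM; percent activity relative to internal control wells on each plate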
The depositor's hits bear a star; i = inactive; ? = inconclusive; . = not tested or not shown; [ ] = remark or other dose. % is scaled to controls: 0 for no effect and ±100 for the full control effect; potency is read from the fitted curve at half-maximal effect.

SMILES | Lipid storage S3 cell count max | Lipid storage S3
Cc1nc2ccccc2c(=O)n1NC(=O)c1ccccc1[N+](=O)[O-] | 3.4 | 3.4%
CN1CCC(N(C)S(=O)(=O)c2ccc(C(C)(C)C)cc2)CC1 | 7.6 | 14.4%
CC(C)c1ccc(NC(=O)[C@H](NC(=O)[C@@H]2Cc3ccccc3CN2)c2ccccc2)cc1 | . | ?
Cc1cc(NC(=O)COC(=O)[C@@H](NS(=O)(=O)c2ccccc2)C(C)C)no1 | . | ?
C=CCNC(=O)c1cc(-c2ccncc2)nc2c(C)cc(C)cc12 | . | ?
CCNC(=O)CSc1nnc(-c2ccccc2)n1-c1ccc(OCC)cc1 | . | ?
Cc1ccc(C(=O)N/C(=C\c2ccc(C)o2)C(=O)O)cc1 | -7.5 | -25.3%
COc1cccc(C2CC(c3cccc(C)c3)n3ncnc3N2)c1 (stereo not given) | . | 1.4%
O=C(Nc1ccccc1)OCCNC(=O)c1cccc(Cl)c1 | . | ?
CCOc1cc(/C=N/NC(=O)CN2CCCCC2)ccc1OCc1cccc(Cl)c1 | . | ?
COc1ccc(/C=C2/SC(=O)N(CCC(=O)Nc3ccc(C)cc3)C2=O)cc1OC | 0.1 | 0.8%
CCC1(c2ccc(F)cc2)NC(=O)N(CC(=O)Nc2ccc(S(N)(=O)=O)cc2)C1=O (stereo not given) | . | ?
O=C(Nc1nc2ccccc2n1CCN1CCOCC1)c1ccc(COc2ccccc2Br)o1 | . | ?
Clc1cccc(-c2ccc3ncnc(NCc4cccnc4)c3c2)c1 | . | ?
O=C(CNC(=O)c1ccccc1F)NC1CC1 | 16.8 | 3.0%

(next part)
SMILES | Lipid storage S3 cell count max | Lipid storage S3
Cc1cc(OCCCCn2ccnc2)cc(C)c1Cl | -9.2 | -3.9%
CC1CCN(C(=O)c2cc3nc(-c4ccccc4)cc(-c4ccccc4)n3n2)CC1 | . | ?
O=C(/C=C/c1ccc(Br)o1)Nc1nnc(C2CC2)s1 | . | ?
CCOC(=O)c1ccc(NC(=O)c2cc(S(=O)(=O)N3CCOCC3)cn2C)cc1 | . | ?
Cc1ccccc1CNC(=O)C(=O)NCCC1CCCCN1S(=O)(=O)c1cccs1 (stereo not given) | . | ?
Nc1nc(SCc2ccccc2Cl)ns1 | -25.5 | 4.3%
Fc1ccc(Br)cc1/C=N/n1cnnc1 | . | ?
CCOc1ccc(NC(=O)C2CCN(C(=O)C3CC(=O)N(c4ccc(C)cc4)C3)CC2)cc1 (stereo not given) | . | ?
O=C(c1cc(COc2ccc(F)cc2F)on1)N1C[C@H]2CC[C@H]1C2 | . | ?
CC(C)(C)c1ccc(OCCCNC2CCCC2)cc1 | . | ?
O=C(CCC(=O)Nc1ccc(F)cc1)N/N=C/c1cccs1 | . | ?
Cc1ccc(NC(=O)c2cc3ccccc3oc2=N)cc1 | . | ?
CC(C)N1C/C(=C/c2cccnc2)C(=O)/C(=C/c2cccnc2)C1 | -15.1* | 23.1µM*
c1ccc(Cn2nc(-c3ccccc3)nc2-c2ccccc2)cc1 | . | ?
O=C(NCCCn1ccnc1)C(=O)Nc1ccccc1 | 0.2 | -6.1%

Later entries
SMILES | Lipid storage S3 cell count max | Lipid storage S3
O=C(CCC(=O)NC12CC3CC(CC(C3)C1)C2)NC1CCCCC1 | . | ?
O=C(Cc1ccc(F)cc1)N1CCOCC1 | . | ?
C=CCn1c(SCC(=O)Nc2nc3ccccc3s2)nnc1-c1ccccc1O | . | ?
COc1ccc(-c2[nH]ncc2/C=N\NC(=O)c2ccc(Br)o2)cc1OC | 2.4 | i[0.369 µM]
OCCC1CN(Cc2cccn2-c2ccccn2)CCN1C1CCCC1 (stereo not given) | 2.0 | 10.7%
CCn1c(N)c(C(=O)NCc2ccc3c(c2)OCO3)sc1=S | . | ?
O=C(COC(=O)CCCc1nc2ccccc2s1)NC(=O)NCc1ccco1 | . | ?
CN(CCc1ccccn1)C(=O)CCC1CCCN(C(=O)c2ccc3c(c2)OCCO3)C1 (stereo not given) | . | ?
CCC(=O)C1CCCN(C(=O)CCc2nnc(-c3ccc4c(c3)OCO4)o2)C1 (stereo not given) | . | ?
Cc1nc2ccccc2c(=O)n1NC(=O)c1ccccc1Br | 22.5 | i
Cc1ccc(CSCCNC(=O)CN(c2cccc([N+](=O)[O-])c2)S(C)(=O)=O)cc1 | 12.4 | -0.3%
O=C(COc1coc(CN2CCN(c3ccccc3F)CC2)cc1=O)NC1CCCC1 | 13.1 | -17.8%[0.0737 µM]
C/C(N)=C(/C#N)C(=O)COC(=O)[C@@H](NC(=O)c1ccccc1Cl)C(C)C | . | ?
Cc1cccc(NC(=S)N(CCN(C)C)Cc2cc3cc(C)ccc3[nH]c2=O)c1 | 3.9 | 6.8%
C/C=C(\C)c1nnc(NC(=O)c2ccco2)s1 | . | ?

The closing 2 entries of the part before are carried over, then new ones follow:
SMILES | Lipid storage S3 cell count max | Lipid storage S3
Cc1cccc(NC(=S)N(CCN(C)C)Cc2cc3cc(C)ccc3[nH]c2=O)c1 | 3.9 | 6.8%
C/C=C(\C)c1nnc(NC(=O)c2ccco2)s1 | . | ?
Cc1nc(NC2=NCN(Cc3ccccc3)CN2)nc2ccccc12 | 2.4 | -4.5%
CC(=O)[C@@H]1[C@@H](C)N(Cc2ccccc2)C(=O)N[C@H]1c1cccc(C(F)(F)F)c1 | 1.3 | 19.4%
CCCCC(=O)Oc1ccccc1C1SCc2cc(C)c(C)cc2CS1 | 1.5 | 4.7%
Cc1ccc(C(=O)Nc2nc3ccc(S(C)(=O)=O)cc3s2)s1 | . | ?
COc1ccc(OC)c(N2CC(O)(c3cccs3)[N+]3=C2SCCC3)c1 (stereo not given) | . | ?
CCOc1ccc(C2NC(=O)Cc3cc(OC)c(OC)cc32)cc1 (stereo not given) | . | ?
CCN(CC)CCCNC(=O)c1cn(CC)c2cc(N3CCN(C(=O)c4ccco4)CC3)c(F)cc2c1=O | 3.8 | i
O=C(/C=C/c1nc2ccccc2s1)N1CCCCCC1 | . | ?
CC(=O)Nc1cccc(C(=O)/C=C/c2ccc(/C=C/C(=O)c3cccc(NC(C)=O)c3)cc2)c1 | -12.7* | 8.2µM*
N=C(N)SCc1ccccn1 | 16.1 | 10.1%
CCOc1cc(CNCc2cccnc2)cc(Br)c1OCC(N)=O | . | ?
COc1ccccc1/C=C/C(=O)NC1CC2CCC1C2 (stereo not given) | . | 12.5%
COc1ccc(S(=O)(=O)N(C)CC(=O)NCC2CCCO2)cc1OC (stereo not given) | 5.3 | i
Cc1ccc(S(=O)(=O)c2c(COC(=O)c3ccc(Cl)cc3)c(-c3ccccc3)nn2C)cc1 | . | ?
CCNC(=O)C1CN(S(=O)(=O)c2ccccc2)CCN1S(=O)(=O)c1ccccc1 (stereo not given) | -0.9 | -2.0%

Sorted by value in Lipid storage S3 cell count max (high to low): some entries from above.
| Molecule | Lipid storage S3 cell count max |
| --- | --- |
| COc1ccc(S(=O)(=O)N(C)CC(=O)NCC2CCCO2)cc1OC (stereo not given) | 5.3 |
| Cc1nc(NC2=NCN(Cc3ccccc3)CN2)nc2ccccc12 | 2.4 |
| CCCCC(=O)Oc1ccccc1C1SCc2cc(C)c(C)cc2CS1 | 1.5 |
| CC(=O)[C@@H]1[C@@H](C)N(Cc2ccccc2)C(=O)N[C@H]1c1cccc(C(F)(F)F)c1 | 1.3 |
| CC(=O)Nc1cccc(C(=O)/C=C/c2ccc(/C=C/C(=O)c3cccc(NC(C)=O)c3)cc2)c1 | -12.7* |

Later entries
SMILES | Lipid storage S3 cell count max | Lipid storage S3
CCn1c(SCc2ccc(C#N)cc2)nnc1-c1ccc(S(=O)(=O)N2CCCCC2)cc1 | -23.9 | i
O=c1[nH]c(SCCOc2cccc3ccccc23)nc2ccccc12 | -14.1 | 2.2%
COc1ccc(C2=NN(C(=O)c3ccco3)C(c3cc4ccccc4nc3Cl)C2)cc1 (stereo not given) | . | ?
CC(C)CCN(CC(=O)NCc1ccc(F)cc1)S(=O)(=O)c1ccccc1F | -2.4 | -7.3%
COc1cc(CNC(C)c2ccccc2)cc(Cl)c1OCC(=O)Nc1ccccc1 (stereo not given) | . | ?
O=C1CCCN1CCNC(=S)Nc1ccccc1 | -13.0 | 0.5%
Cc1oc(CSCCSCc2cc(C(=O)O)c(C)o2)cc1C(=O)O | . | ?
Cc1cc(N2CCOCC2)ccc1/C=C1\NC(=O)N(CC(=O)Nc2ccccc2C)C1=O | . | ?
O=C(CCc1ccccc1)NCC(=O)N/N=C/c1ccc(O)cc1O | 10.0 | -1.5%
O=C(CSc1nncc2ccccc12)Nc1cccc(O)c1 | -3.3 | i
O=C(Nc1cccc(NC(=O)c2ccc(F)cc2)c1)c1ccc(F)cc1 | . | ?
Cn1c(=O)c2c(ncn2CC(=O)Nc2ccccc2)n(C)c1=O | 6.9 | i
CCN(C(=O)CSc1nc(C2CC2)n(-c2ccccc2)n1)C1CCS(=O)(=O)C1 (stereo not given) | . | ?
NC(=O)C1Cc2ccccc2CN1C(=O)c1nn(Cc2ccccc2)c(=O)c2ccccc12 (stereo not given) | . | ?
CCC(Oc1ccccc1F)C(=O)NCCCn1ccnc1 (stereo not given) | 8.1 | 4.7%

(continued)
SMILES | Lipid storage S3 cell count max | Lipid storage S3
COc1cc(C2NC(=O)NC(c3ccccc3)=C2C(C)=O)c(Cl)cc1OCC(=O)O (stereo not given) | . | ?
CCC(CC)C(=O)Nc1nnc(S(=O)(=O)N(CC)c2ccc(OC)cc2)s1 | 16.2 | 20.9%
Cc1ccc(-c2cc(NC(=O)CSc3n[nH]c(N)n3)n(-c3ccccc3)n2)cc1 | . | ?
CCc1cccc(CC)c1NC(=O)CSc1nnc(C2CC2)n1N | . | ?
Cc1ccc(S(=O)(=O)Nc2ccc(S(=O)(=O)Nc3ncccn3)cc2)cc1 | . | ?
CN1C(=O)S/C(=C/c2cccnc2)C1=O | . | ?
CC(=O)c1c(C)nc(C)nc1NC(=O)Cc1ccccc1 | 5.1 | -0.3%
O=C1c2oc3ccc(Cl)cc3c(=O)c2C(c2ccccn2)N1CCCN1CCOCC1 (stereo not given) | . | ?
O=C(Nc1ccccc1N1CCOCC1)c1ccncc1 | . | ?
COc1ccc(CNC(=O)CCS(=O)(=O)c2cccc3nonc23)cc1 | . | ?
COc1ccc(N(CC(=O)NCc2ccco2)C(=O)CNS(=O)(=O)c2ccc(Cl)cc2)cc1 | . | ?
COc1ccccc1C(=O)NC(=S)NNC(=O)c1sc2ccccc2c1Cl | . | ?
COc1ccc(N(CC(=O)NC2CCCCC2)S(=O)(=O)c2c(C)[nH]c(=O)[nH]c2=O)cc1 | . | ?
O=C(Cc1nnc(NC(=O)Nc2ccccc2)s1)NCc1ccccc1 | -4.4 | -0.5%
Brc1ccc(C2Nc3cccc4cccc(c34)N2)o1 | . | ?

Remaining list, next part.
SMILES | Lipid storage S3 cell count max | Lipid storage S3
O=c1[nH][nH]cc1C=NCc1cccnc1 | . | ?
CCC(=O)Nc1cccc(-c2nc3ncccc3o2)c1C | . | ?
CC1C(=O)CC(c2ccccc2)NC1c1ccccc1 (stereo not given) | . | ?
NC(=O)c1ccc(N2CCN(c3ccc(O)cc3)CC2)c([N+](=O)[O-])c1 | . | ?
O=C(Nc1ccccc1-c1nc2ccccc2[nH]1)c1ccc(S(=O)(=O)N2CCCCC2)cc1 | 5.4 | -18.9%
COc1ccc(C(=O)N/C(=C\c2cccs2)C(=O)N2CCN(C)CC2)cc1OC | 1.3 | i
CCOC(=O)C1=C(C)C2C3C(=O)N(c4ccc(C)cc4C)C(=O)C3C1(C)C1C(=O)N(c3ccc(C)cc3C)C(=O)C21 (stereo not given) | . | ?
CC(C)(C)n1nnnc1C(c1cccc(C#N)c1)N1CCN2CCCC2C1 (stereo not given) | 5.3 | i
O=C(CN1C(=O)c2ccccc2S1(=O)=O)c1ccc2c(c1)OCCCO2 | . | 7.0%
COc1ccc(NC(=O)CN(c2ccc(C)cc2)S(=O)(=O)c2c(C)nn(C)c2C)cc1OC | . | ?
CCCCNS(=O)(=O)c1ccc2nc(SCC(=O)N3CC(C)OC(C)C3)[nH]c2c1 (stereo not given) | 1.1 | -14.3%
Nc1c(Cl)ncnc1N/N=C/c1cccc(O)c1 | . | ?
O=[N+]([O-])c1cccnc1Oc1ccc(F)cc1 | -10.8 | -5.3%
Cc1cccc(CCN2C(Nc3ccccc3)=NC[C@@H]2CC(C)C)c1 | -19.0 | i
CC1C[C@@]2(NC(=O)NC2=O)C(C)CN1C (stereo not given in full) | 1.6 | 4.2%

Next results:
SMILES | Lipid storage S3 cell count max | Lipid storage S3
COc1ccc(OC)c(NC(=O)CSc2nnc(CNC(=O)c3cc(OC)c(OC)c(OC)c3)o2)c1 | . | ?
CC(C)C(=O)N1CCC2(CC1)Oc1ccc(Cl)cc1C(=O)C21CC(c2ccc(Cl)cc2)=NO1 (stereo not given) | 2.8 | 13.1%
O=[N+]([O-])c1ccc(-c2ccc(/C=N/O)o2)cc1 | 5.5 | 0.2%
Cc1cccc(-n2c(Cc3cc(=O)[nH]c(=O)[nH]3)nnc2SCC(=O)N2CCCCC2)c1 | . | ?
CC(=C/c1ccco1)/C=N/NC(=O)Cc1cccn1C | 3.6 | -19.6%
Cc1ccc(N2CCN(C(=O)c3ccccc3NC(=O)c3ccccc3C(=O)O)CC2)cc1 | . | 20.4%
CC(=O)OC1CCC(OC(C)=O)c2c1n([O-])c(C)c(C)[n+]2=O (stereo not given) | . | ?
CC(C#N)(Nc1ccc(Cl)cc1)c1cccnc1 (stereo not given) | . | ?

An excerpt; the hit share may differ from the screen's.
